Screening data as filed in PubChem BioAssay.
Shn3 3UTR inh: Schnurri-3 reporter inhibition in Clone20 osteoblasts. Clone20 osteoblast Shn3 3'UTR firefly luciferase, 24 h. inhibition, % at 12.5 µM. 360,000 tested, 0.52% active. AID 588674;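 active means mean inhibition of at least 75% with every replicate also reaching 75%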;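 further: 0% = median of neutral control wells and 100% = pilot-screen positive control compound; some compounds past the cut are filed as inactive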
HIF-2a inh: blocks HIF-2a reporter activity. 360,000 tested, 0.72% active. 786-0 RCC cells HIF-2a reporter, luciferase luminescence, overnight. AID 624352. inhibition, % at 18.8 µM;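 active means inhibition of the luminescence signal of 40% or more relative to plate controls, in a single-dose primary screen at 18.75 µM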
iPSC survival up: enhancers of human iPSC single-cell survival; hiPSC single-cell survival, ATPlite luminescence; 100% = ROCK inhibitor wells, 0% = DMSO; survival enhancement, % at 20 µM; 360,000 tested, 0.044% active; in the data active means survival enhancement above about 18%;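 further: cells exposed to compounds for 16 hours before the ATP read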
aDG glyco act: alpha-DG glycosylation activation; Pro5-aDG cells, alpha-DG glycosylation AlphaScreen (IIH6); 0% Pro5, 100% B10-LARGE cell signal; activation, % at 10 µM; 360,000 tested, 0.22% active; AID 624168;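 active means activation of at least 8% versus controls, or a plate z-score of at least 8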;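 further: Pro5 are CHO cells carrying HIG-tagged alpha-DG that lacks glycosylation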
NR2E3 ag-1: human photoreceptor-specific nuclear receptor agonism; AID 602229; inhibition of corepressor binding, % at 3.98 µM; 360,000 tested, 0.35% active; Q9Y5X4; CHO-S Gal4-NCOR/VP16-NR2E3 two-hybrid, luciferase;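 active means inhibition above the mean of all tested compounds plus 3 SD, cut at about 70% in these data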;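 further: 0% = DMSO with NR2E3 transfected cells and 100% = cells lacking NR2E3 construct; higher means lower luciferase signal from less NR2E3 corepressor binding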
Target sequence (Q9Y5X4 whole entry, looked up, the tested form may be a part): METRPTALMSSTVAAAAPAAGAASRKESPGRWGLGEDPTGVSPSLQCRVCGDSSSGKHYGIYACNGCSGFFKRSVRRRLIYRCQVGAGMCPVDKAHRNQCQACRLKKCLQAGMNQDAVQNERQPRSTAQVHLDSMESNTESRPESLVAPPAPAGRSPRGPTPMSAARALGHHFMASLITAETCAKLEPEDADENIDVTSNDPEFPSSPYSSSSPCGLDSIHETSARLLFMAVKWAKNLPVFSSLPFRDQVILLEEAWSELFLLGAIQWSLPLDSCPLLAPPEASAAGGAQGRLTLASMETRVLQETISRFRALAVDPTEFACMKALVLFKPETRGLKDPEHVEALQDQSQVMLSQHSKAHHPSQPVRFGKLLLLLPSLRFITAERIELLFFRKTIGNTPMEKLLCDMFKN
TWEAK Fn14 block: inhibitors of TWEAK-Fn14 interaction signaling; TWEAK-stimulated Fn14 reporter cells, luciferase luminescence, 8 h; inhibition, % at 10 µM; 360,000 tested, 2% active; AID 1159606; in the data active means inhibition above about 50%
NR2E3 ag-2: activates human photoreceptor nuclear receptor NR2E3 | Q9Y5X4 | GST-NR2E3/biotin-RetCOR TR-FRET, 1536-well | inhibition of corepressor binding, % at 4.78 µM | 320,000 tested, 0.12% active | AID 2300;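 active means percent inhibition above the cutoff of mean plus 3 SD of all tested compounds, set per screening campaign, cut at about 20% in these data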;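 further: 0% = DMSO wells and 100% = biotin wells as full block of FRET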
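Test system: GST-NR2E3 and biotin-RetCOR proteins | Quantity: 1.35 nM GST-tagged NR2E3 final | Medium: Tris pH 7.5 | Also added: 7 nM biotin-RetCOR | Dosing: Compound at 4.8 µM, single dose | Timing: 5 h at 4 °C | Detection: Time-resolved FRET | Read-out basis: Percent inhibition | Benchmarks: Biotin wells as high control, 0.6% DMSO wells as low control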
Peg3 promoter: Peg3 promoter activity inhibition; AID 588405; HeLa PEG-Prom luciferase reporter, luminescence, overnight; inhibition, % at 20 µM; 360,000 tested, 1.7% active;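 active means inhibition of at least 50% at 20 µM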
MITF TRPM1 inh: reduces MITF-dependent TRPM1 promoter luciferase signal; SK-MEL-5 TRPM1 promoter luciferase, 24 h; inhibition, % at 12.5 µM; 330,000 tested, 0.83% active; AID 488899;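 active means mean inhibition across replicates of 60% or more, whatever share of single replicates reaches that level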; further: values of inactives mirror those of a sister screen read the other way
CF NFkB block: blocks PAF-induced NF-kB reporter in cystic fibrosis cells. KKLEB NF-kB-GFP reporter, GFP fluorescence overnight. 360,000 tested, 0.86% active. inhibition, % at 5 µM;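 active means at least 50% inhibition at 5 µM, scaled per plate between neutral and stimulator controls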;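 further: PAF is a Pseudomonas aeruginosa culture filtrate used as stimulus; plate controls were PAF-stimulated DMSO wells for no effect and unstimulated DMSO wells for full effect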
KKLEB tox: CF airway cell cytotoxicity counter-screen. KKLEB CF airway cells viability, ATPlite luminescence, overnight; active compounds read low; cells stimulated with P. aeruginosa culture filtrate. activity change (cytotoxicity), % at 5 µM. 360,000 tested, 0.36% active;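 active means corrected activity change at or below -50% at 5 µM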
Numbers without * were called inactive; · = no result given.

SMILES | Shn3 3UTR inh | HIF-2a inh | iPSC survival up | aDG glyco act | NR2E3 ag-1 | TWEAK Fn14 block | NR2E3 ag-2 | Peg3 promoter | MITF TRPM1 inh | CF NFkB block | KKLEB tox
CC(=O)Nc1nn(CC(C)C)c2nc3ccc(C)cc3cc12 | -8 | -18 | 1.2 | 0.3 | -24 | 8 | · | -2 | · | -9 | 1
Cc1oc2c(CN3CCC(C)CC3)c(O)ccc2c(=O)c1-c1ccccc1 | -10 | 9 | 2.1 | 0.0 | -28 | 35 | -4 | 24 | · | 2 | 3
FC(F)c1nc2ccccc2[nH]1 | 5 | 8 | 2.3 | -0.4 | -27 | -15 | 4 | 4 | 3 | 2 | -7
Cn1c(=N)n(CC(=O)c2ccc(Cl)c(Cl)c2)c2ccccc21 | 27 | -62 | -0.7 | 7.4* | -1 | 85* | -1 | 81* | 54 | -28 | -33
O=C(CCn1c(=O)[nH]c2ccccc2c1=O)NCCCN1CCN(c2cccc(Cl)c2)CC1 | 4 | 21 | -1.9 | -0.2 | -27 | 8 | -1 | 16 | -1 | -22 | 2
O=C(Cc1sc(-c2ccccc2)nc1-c1ccccc1)Nc1ccc(Cl)cc1 | 0 | 21 | -0.6 | 0.0 | 1 | 17 | -4 | 29 | -9 | 10 | -6
Cc1ccc(NC(=O)c2ccc(OC(F)(F)F)cc2)cc1S(=O)(=O)N(C)C | 54 | -26 | 1.4 | 2.0 | 3 | 52* | 3 | -28 | 3 | -2 | 6
CC1CCCC(NC(=O)CCN2C(=O)COc3ccccc32)C1C (stereo not given) | 9 | 2 | 1.5 | 0.1 | 6 | -8 | · | 11 | · | -9 | 4
Cc1ccccc1NC(=S)NCc1ccc2c(c1)cc(C)n2C | 2 | -74 | -4.3 | -0.3 | -15 | 3 | 3 | -44 | 0 | 18 | -11
O=C(Cn1c2c(c(-c3ccccc3Cl)cc1=O)CCC2)NCCCN1CCOCC1 | -9 | 13 | 0.5 | 0.2 | 30 | -1 | 0 | -3 | 3 | 0 | 6
CCOc1ccc(NC(=O)CCCn2nc(C)c3c(C)n(-c4ccccc4)nc3c2=O)cc1 | -24 | 18 | -0.1 | 0.1 | -21 | 12 | -3 | 6 | -3 | -7 | 11
O=C(Cn1c(-c2ccccc2Cl)nc2ccccc21)Nc1cccc(Cl)c1 | -3 | 23 | -0.9 | -0.2 | -4 | 8 | 0 | 1 | -5 | 16 | -7
O=C(Nc1ccccc1-c1nnn(CC(=O)N2CCCc3ccccc32)n1)c1ccco1 | 15 | -2 | 3.3 | 0.1 | -15 | 15 | 0 | 23 | 0 | -9 | -23
CC(C)(C)c1ccc(C(=O)Nc2ccc3c(c2)C(=O)NC3=O)cc1 | 8 | -10 | -1.9 | -0.2 | -12 | -26 | 0 | -29 | · | -20 | 9
CCOC(=O)CC1(C)c2nc(NC(C)=O)sc2Cc2sc(NC(C)=O)nc21 | -15 | -91 | -0.2 | -0.2 | -11 | -9 | · | -53 | · | -12 | -2
CCOC(=O)N1CCN(C(=O)COc2ccc3ccccc3c2Br)CC1 | 0 | -10 | 0.4 | 0.1 | 1 | -20 | · | 5 | 1 | 7 | -12
CSCC[C@H](NC(=O)OC(C)(C)C)c1nnc(SCc2cccc(F)c2)o1 | 7 | -2 | -1.5 | 0.5 | -4 | 3 | 0 | 22 | 3 | 10 | -27
Cn1c(SCC(=O)Nc2cc(Cl)cc(Cl)c2)nnc1-c1ccc2nonc2c1 | 5 | 15 | 0.3 | 0.3 | -1 | -8 | 2 | 14 | · | 6 | 2
CC1CCN(c2ccc([N+](=O)[O-])cn2)CC1 | -18 | -54 | 2.0 | -0.3 | -4 | -3 | 0 | -39 | -5 | -8 | 8
COc1ccc(C(=O)C=Cc2ccc(OCc3ccccc3)c(OC)c2)cc1OC | 0 | 21 | 0.5 | 0.4 | -29 | 29 | · | 80* | · | 0 | -16
Cc1ccc(NC(=O)C2CCCC2)cc1Cl | -26 | -38 | -0.3 | 0.1 | 7 | 3 | 2 | -8 | -1 | 12 | 6
S=c1[nH]nc(-c2cccs2)n1C1CCCCC1 | · | 16 | 0.1 | 0.0 | -26 | 15 | 4 | 14 | · | -1 | -4
Cc1ccc(C(=O)N2CCN(c3ccc([N+](=O)[O-])c(N4CCOCC4)c3)CC2)cc1 | 28 | 12 | -1.2 | 2.5 | 12 | -2 | -1 | 16 | 15 | -10 | 12
CN1CCc2c1nc1ccccc1c2NC(=O)CN1CCCC1 | 0 | 24 | 1.6 | -0.1 | -1 | 9 | 0 | 7 | 6 | 5 | 7
CN(CCC1CCOCC1)C(=O)CC1C(=O)NCCN1Cc1ccccc1F (stereo not given) | 1 | 15 | 1.6 | -0.4 | 8 | -1 | 3 | 0 | -4 | -38 | -4
COc1ccc2nc(NCCO)[nH]c2c1 | 9 | 4 | 0.3 | -0.3 | -31 | -6 | -1 | 3 | 0 | -6 | 6
CCOC(=O)c1ccccc1NC(=O)COC(=O)C1CCN(S(=O)(=O)c2ccccc2C(=O)OC)CC1 | -15 | 4 | -0.2 | -0.1 | -10 | -10 | -1 | 14 | -10 | 7 | 8
Cc1cc(C)cc(NC(=O)CCN2C(=O)c3ccccc3C2=O)c1 | -20 | -1 | -0.7 | 0.0 | -29 | 1 | · | -9 | -8 | -15 | 7
O=C(Oc1ccccc1F)c1ccc2c(=O)n3c(nc2c1)CCC3 | 0 | 4 | 1.0 | -0.2 | 1 | 3 | 1 | 13 | -2 | 4 | 1
CC(=O)C1=C(C)NC(=O)NC1c1ccccc1OCC(=O)NCCc1ccccc1 (stereo not given) | 4 | -20 | 8.5 | 0.1 | -28 | -13 | 2 | 8 | -4 | -2 | -2
O=C(Nc1cc(S(=O)(=O)N2CCCCC2)ccc1N1CCOCC1)c1ccc(F)cc1 | -9 | 6 | -0.3 | 0.0 | -9 | 12 | · | 19 | -6 | -6 | -15
O=C(Oc1cccc2cccnc12)c1ccco1 | 10 | 7 | 5.3 | -0.1 | -7 | 3 | 2 | 3 | 13 | 3 | 2
CC1(C(=O)NS(=O)(=O)c2ccccc2Cl)CCN1C(=O)C/C=C/c1ccccc1 (stereo not given) | -37 | 6 | 1.8 | 0.1 | 13 | -6 | · | -5 | · | 2 | -14
CCN1C[C@@H]2[C@@H]3C(=O)N(Cc4ccccc4)C(=O)[C@@H]3[C@](Cc3ccccc3)(C(=O)OC)N2C1=NC | -10 | -1 | 2.4 | 0.1 | -37 | 1 | · | -16 | 6 | -2 | 11
CCCCC1N2CC3([N+](=O)[O-])CN1CC([N+](=O)[O-])(C2)C3(C)C (stereo not given) | -19 | 15 | -0.9 | 0.3 | 6 | 7 | -3 | -1 | 4 | -4 | 9
COC(=O)c1cc(C(=O)OCC(=O)NCc2ccc3c(c2)OCO3)cc([N+](=O)[O-])c1 | 0 | 6 | 0.0 | 0.0 | -7 | -4 | 5 | 8 | -9 | -5 | 8
CCC(C)N(C(=O)COC(=O)CSc1ccc([N+](=O)[O-])cc1)C1CCS(=O)(=O)C1 (stereo not given) | 11 | 7 | -0.1 | 0.1 | 4 | -13 | · | 16 | 9 | 19 | 0
CCN(CC)S(=O)(=O)c1cccc(C(=O)Nc2cccc(C)c2)c1 | -50 | -126 | 0.9 | 0.7 | -31 | -13 | 1 | -109 | -34 | -12 | -1
COCCn1nnnc1C(c1cc2c(C)cc(C)cc2[nH]c1=O)N1CCCCCC1 (stereo not given) | 9 | -21 | -2.4 | 0.0 | -7 | 22 | 2 | 3 | 4 | -10 | 0
Cc1ccc(NS(=O)(=O)c2cccc(C(=O)O)c2)cc1S(=O)(=O)N1CCCCC1 | 22 | -7 | -1.5 | 0.1 | 6 | 18 | 0 | -6 | 3 | -11 | 9
Cc1cccc(NC(=S)NC(=O)c2ccc(Br)o2)c1 | -31 | -219 | -0.4 | -0.5 | -34 | -20 | 0 | -165 | -24 | -1 | 10
O=C(NC12CC3CC(CC(C3)C1)C2)c1cncc(O)c1 | 8 | 5 | -1.0 | 0.1 | -8 | 8 | -2 | 7 | -4 | -7 | 7
CCCN(C)C1CN(Cc2cn(CCCOC)nn2)S(=O)(=O)C1 (stereo not given) | · | 5 | 0.2 | 0.0 | -5 | 10 | · | · | · | · | ·
COc1ccc(S(=O)(=O)N2CCC3(CC2)OCCN3S(=O)(=O)c2ccccc2)cc1OC | -1 | 13 | 0.9 | 0.1 | 15 | 1 | 1 | 13 | 3 | 14 | -10
O=c1c2ccc(Cl)cc2nc2n1CC/C2=C\c1cccc(O)c1 | -2 | 5 | 1.0 | 0.2 | -30 | -17 | 0 | -4 | 11 | -29 | 5
CC(C)CNC(=O)C(=O)NCC(c1ccc2c(c1)OCO2)N1CCOCC1 (stereo not given) | 14 | -3 | 0.0 | 0.0 | 13 | -10 | 0 | -15 | 6 | -2 | -14
COc1ccc(Cl)cc1C(=O)OCC(=O)c1ccc[nH]1 | 8 | -54 | 0.1 | 0.0 | -17 | -19 | 2 | -16 | 4 | -8 | 6
CCC(=O)Nc1ccc(Cl)c(NC(=S)NC(=O)c2ccco2)c1 | 10 | -71 | -2.6 | 0.1 | -16 | -8 | 5 | -8 | -5 | 8 | 8

Looked up above:
In Peg3 promoter, `CCOc1ccc(NC(=O)CCCn2nc(C)c3c(C)n(-c4ccccc4)nc3c2=O)cc1` is entered as 6
In aDG glyco act, `O=C(Nc1cc(S(=O)(=O)N2CCCCC2)ccc1N1CCOCC1)c1ccc(F)cc1` is entered as 0.0

(list continues)
SMILES | Shn3 3UTR inh | HIF-2a inh | iPSC survival up | aDG glyco act | NR2E3 ag-1 | TWEAK Fn14 block | NR2E3 ag-2 | Peg3 promoter | MITF TRPM1 inh | CF NFkB block | KKLEB tox
CCCCn1c(N)c(N(CCC(C)C)C(=O)C2CSC3(C)CCC(=O)N23)c(=O)[nH]c1=O (stereo not given) | -12 | 4 | -0.3 | -0.1 | 3 | -4 | 0 | -7 | 10 | -5 | 0
COc1ccc(C(=O)N2CCCC(c3cc(C(=O)NCc4ccc(F)cc4)no3)C2)cc1 (stereo not given) | 21 | 18 | -0.7 | 0.0 | 11 | -12 | · | 6 | · | -7 | -4
COc1ccc(-c2cc(N3C(=O)Nc4ccccc4N3O)n[nH]2)c(OC)c1 | -5 | 1 | -0.8 | -0.2 | -21 | 16 | 1 | 6 | 11 | 10 | -6
Cc1[nH]n(-c2ccccc2)c(=O)c1N=Nc1c(Cl)cccc1Cl | 8 | -8 | 0.4 | -0.2 | -5 | 8 | 1 | -22 | 6 | -8 | -12
CCc1ccc(S(=O)(=O)N/N=C(/C)c2ccncc2)cc1 | 16 | 20 | 0.2 | -0.1 | 13 | 2 | -2 | 10 | 5 | -12 | 16
Cc1ccn(S(=O)(=O)c2ccc(C(C)(C)C)cc2)n1 | 8 | 11 | -0.4 | 0.1 | 1 | -3 | 6 | 9 | 1 | -4 | 10
